S1P3 antagonist = S1P3 receptor antagonists, primary screen, cell-based. Sphingosine 1-phosphate receptor 3 (Homo sapiens), Q99500. CHO S1P3 NFAT-BLA reporter, FRET fluorescence, antagonist mode. inhibition, % at 4.98 µM. hit rate 0.27% among 170,000. AID 485, 2006;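 active = inhibition above the plate cutoff, the mean inhibition of test wells on that plate plus 3 SD, cut at about 28% in these data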;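 also: cells challenged with S1P at its EC80 of 0.8 µM; blue over green emission ratio from cleaved BLA substrate after 4 h stimulation; 0% = S1P-stimulated wells and 100% = unstimulated DMSO-only wells; some compounds past the cut are filed as inactive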
Redox H2O2 prof = compounds producing H2O2 with reducing agent – biochemical, NIH compound library profiling, artefact control for MLSCN library redox annotation, primary screen | AID 878, 2007 | activation, % at 10 µM | hit rate 0.03% among 200,000 | DTT-dependent redox cycling H2O2, phenol red/HRP absorbance; 100% = 100 µM peroxide control, 0% = buffer;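 active = activation of at least 50% relative to the plate's high and low controls in the primary single-dose screen; inactive = activation below 50%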;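 also: compound incubated with DTT at 0.8 mM final as the reducing agent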
bIAP inh = bovine intestinal alkaline phosphatase inhibitors, primary screen, selectivity assay for TNAP inhibitor project, biochemical, bovine IAP, CDP-star luminescence; inhibition, % at 20 µM; 190,000 tested, under 10 active; purified bovine IAP, 30 min;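 active = over 50% inhibition of intestinal alkaline phosphatase at 20 µM in the single-dose screen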
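test system = bovine IAP enzyme | medium = DEA buffer 100 mM, pH 9.8, with MgCl2 1.0 mM, ZnCl2 0.02 mM | detection = luminescence | dosing = single compound dose of 20 µM, 2% DMSO final | incubation = 30 min reaction at room temperature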
TLR4 MyD88 comp = inhibitors of TLR4-MyD88 association in cells, primary screen, cell-based, HeLa CL3-4, BLA complementation, FRET ratio; HeLa CL3-4 TLR4/MyD88 BLA complementation; hit rate 0.18% among 200,000; inhibition, % at 8.4 µM; AID 861, 2007; in the data active = inhibition above about 25%;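 also: 0% = vehicle and 100% = reference inhibitor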
Target sequence (O00206 whole entry, looked up): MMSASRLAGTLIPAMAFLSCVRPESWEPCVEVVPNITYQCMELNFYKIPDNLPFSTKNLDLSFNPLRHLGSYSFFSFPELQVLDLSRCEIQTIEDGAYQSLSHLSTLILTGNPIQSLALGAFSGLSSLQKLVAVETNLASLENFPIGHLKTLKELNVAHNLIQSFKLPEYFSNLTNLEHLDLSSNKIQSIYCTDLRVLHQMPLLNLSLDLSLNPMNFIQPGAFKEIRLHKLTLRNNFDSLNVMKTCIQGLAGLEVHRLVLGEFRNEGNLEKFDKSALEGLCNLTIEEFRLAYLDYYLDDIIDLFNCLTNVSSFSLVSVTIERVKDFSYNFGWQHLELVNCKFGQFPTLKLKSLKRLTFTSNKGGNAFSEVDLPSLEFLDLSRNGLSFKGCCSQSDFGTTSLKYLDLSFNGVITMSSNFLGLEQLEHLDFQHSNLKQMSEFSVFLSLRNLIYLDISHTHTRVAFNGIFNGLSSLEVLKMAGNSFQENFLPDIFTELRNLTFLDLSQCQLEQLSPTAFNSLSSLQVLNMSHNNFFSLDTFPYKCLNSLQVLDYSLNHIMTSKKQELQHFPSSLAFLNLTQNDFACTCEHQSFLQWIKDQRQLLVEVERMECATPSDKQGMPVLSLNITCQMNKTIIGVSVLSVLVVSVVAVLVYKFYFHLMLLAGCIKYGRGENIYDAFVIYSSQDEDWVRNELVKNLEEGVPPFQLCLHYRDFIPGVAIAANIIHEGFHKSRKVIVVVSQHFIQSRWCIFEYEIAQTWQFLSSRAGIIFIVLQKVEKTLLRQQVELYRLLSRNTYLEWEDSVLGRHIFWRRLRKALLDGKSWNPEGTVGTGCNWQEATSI
Target sequence (Q99836 whole entry, looked up): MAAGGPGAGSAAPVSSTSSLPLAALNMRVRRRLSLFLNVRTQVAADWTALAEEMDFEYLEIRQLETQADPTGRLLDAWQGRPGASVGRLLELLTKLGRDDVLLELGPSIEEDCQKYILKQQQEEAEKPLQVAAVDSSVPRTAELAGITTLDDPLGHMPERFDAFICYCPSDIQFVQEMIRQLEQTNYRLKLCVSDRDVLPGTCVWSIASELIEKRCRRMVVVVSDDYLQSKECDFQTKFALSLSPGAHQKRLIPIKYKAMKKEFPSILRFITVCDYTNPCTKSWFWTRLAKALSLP
Lmaj promast = Leishmania major promastigote growth inhibition, primary screen | Leishmania major promastigotes, resazurin fluorescence viability | inhibition, % at 10 µM | hit rate 9% among 200,000 | AID 1063, 2008; in the data active = inhibition above about 50%;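 also: promastigotes grown with compound for 44 hours at 28 °C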
PPARg SRC-1 ag = PPARgamma agonists recruiting SRC-1 coactivator, primary screen, biochemical | Peroxisome proliferator-activated receptor gamma (Homo sapiens), P37231 | PPARgamma-SRC-1 coactivator recruitment biochemical assay | activation, % at 8 µM | hit rate 0.41% among 200,000 | AID 631, 2007; in the data active = activation above about 19%;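 also: 0% = DMSO and 100% = reference agonist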
SRC2 TRFRET art = TR-FRET signal artefacts, primary screen, artefact control for PPARgamma SRC-2 agonist project, biochemical; AID 1049, 2008; TR-FRET artefact counter-screen; stronger effect = higher value; TR-FRET ratio at 8 µM; hit rate 0.4% among 200,000; in the data active = TR-FRET ratio above about 2000; also: inactives centre near 1500
bIAP act = bovine intestinal alkaline phosphatase activators, primary screen, biochemical, bovine IAP, CDP-star luminescence; hit rate 0.17% among 200,000; AID 1016, 2008; alkaline phosphatase, intestinal [Bos taurus]; purified bovine IAP, 30 min; stronger effect = higher value; fold of DMSO-control signal, blank-subtracted; activation factor at 20 µM;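 active = activation factor of 2 or more at 20 µM, a signal rise over negative controls twice the positive control's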
ROMK primary = ROMK potassium channel modulators, primary screen, cell-based, thallium flux, MLSMR library; ATP-sensitive inward rectifier potassium channel 1 (Homo sapiens), P48048; Tet-inducible ROMK, thallium flux fluorescence; actives lie on both sides; B-score at 10 µM; hit rate 2% among 130,000; AID 1918, 2009;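 active = signal ratio slope over the read window, or its plate-corrected B-score, at least 3 SD from the plate mean, either direction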;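 also: B-score of the F/F0 ratio slope over 7 to 12 s after thallium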
PPARg SRC-3 ag = PPARgamma agonists recruiting SRC-3 coactivator, primary screen, biochemical | Peroxisome proliferator-activated receptor gamma (Homo sapiens), P37231 | biochemical PPARgamma/SRC-3 coactivator recruitment assay | activation, % at 8 µM | hit rate 0.26% among 200,000 | AID 731, 2007; in the data active = activation above about 23%;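 also: 0% = DMSO and 100% = reference agonist; some compounds past the cut are filed as inactive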
PPARg SRC2 recr = agonists of PPARg-SRC-2 recruitment, primary screen, biochemical, HTS; Peroxisome proliferator-activated receptor gamma (Homo sapiens), P37231; PPARgamma LBD-SRC-2 recruitment; activation, % at 8 µM; hit rate 0.34% among 200,000; AID 1032, 2008; in the data active = activation above about 22%;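 also: 0% = vehicle and 100% = reference agonist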
* marks the source's active call; other numbers are inactive results; · = no result given. Not a hit list (roughly 11% active in at least one column).

SMILES	S1P3 antagonist	Redox H2O2 prof	bIAP inh	TLR4 MyD88 comp	Lmaj promast	PPARg SRC-1 ag	SRC2 TRFRET art	bIAP act	ROMK primary	PPARg SRC-3 ag	PPARg SRC2 recr
Cc1ccccc1C(=O)O/N=C(\N)c1cccc([N+](=O)[O-])c1	·	1.9	13	-2	20	-10	1588	0.9	·	-11	-1
Cc1ccccc1Nc1nc2ccccc2s1	3	0.7	0	7	1	6	1576	1	·	7	1
O=C(CCCn1nnc(-c2cccnc2)n1)c1ccc(F)cc1	-6	-0.6	12	-2	-5	0	1470	0.9	·	-2	-5
O=C(c1cccc(Cl)c1)N1CCCC(c2ccc(Cl)cc2)=N1	·	1.7	11	5	8	3	1497	0.9	·	4	-5
CCOc1ccc(N2C(=O)CC(N3CCN(c4ccc(C(=O)c5ccncc5)cc4)CC3)C2=O)cc1 (stereo not drawn)	-27	3.0	·	5	77*	-3	1548	·	·	1	2
CCOC(=O)C1CCCN(C(=O)c2ccc(OCC)cc2)C1 (stereo not drawn)	-11	-2.5	17	-6	-8	10	1517	0.8	·	1	2
Cc1ccc(CNC(=O)CN(C)S(=O)(=O)c2cccc3cccnc23)cc1	3	-1.4	0	-4	-5	-5	1693	1	·	3	0
CN(CC(=O)Nc1ccccc1F)CC(=O)Nc1ccc(F)c(F)c1F	0	0.7	-45	11	-8	4	1479	1.5	-0.18	-1	-2
O=C(Cn1nnc(-c2ccncc2)n1)N1CCc2ccccc21	-22	0.2	-1	8	-5	1	1370	1	·	-3	5
CCOCCc1nnc(NC(=O)c2ccc(OC)c(OC)c2)s1	24	2.8	9	-12	0	5	1682	0.9	·	-2	6
N#CC(C#N)=C1C=CC=CN1/C(=C\c1ccccc1)C(=O)c1cccs1	5	0.6	3	-1	7	-6	1449	1	·	1	-9
C=CCN(c1ccc(C(=O)Nc2ccc(C)c(C)c2)cc1)S(C)(=O)=O	-7	0.6	4	-4	55*	-4	1610	1	-0.065	4	-5
C=CCSc1nnc(-c2cc3c(s2)-c2ccccc2CC3)o1	·	1.2	7	-10	-4	7	1657	0.9	·	1	3
COc1cccc(OCCc2c(C)n[nH]c2C)c1	·	0.7	-8	18	-2	6	1420	1.1	0.62	-1	-3
Cc1ccc(Nc2oc(C)nc2C#N)cc1	-16	0.1	9	17	-4	4	1735	0.9	0.043	8	-10
O=C(CCS(=O)(=O)c1ccccc1)Nc1cccc2c1C(=O)NC2=O	-22	0.5	-4	-16	-1	2	1569	1	-0.62	2	-2
O=C(COC(=O)Cc1ccc(-c2ccccc2)cc1)NCc1ccccc1	-1	-0.5	9	-4	-7	0	1652	0.9	0.069	3	7
COc1ccc(-c2ccc(CCC(=O)O)n2CC(C)C)cc1	·	-0.1	-4	-3	15	-1	1394	1	0.38	-6	-7
O=[N+]([O-])c1ccc(-n2nncc2-c2ccc(Cl)cc2)cc1	·	-1.9	32	6	8	0	1510	0.7	-1.1	13	-4
COc1ccccc1CNC(=O)c1ccccc1N(C)S(C)(=O)=O	·	0.0	10	2	-3	4	1506	0.9	·	3	-1
CCOC(=O)CC1C(=O)NCCN1Cc1ccc(OC)c(OC)c1 (stereo not drawn)	-13	-1.3	9	-12	-4	5	1619	0.9	-0.24	1	8
CN(c1ccccc1)c1cc(=O)[nH]c(=O)[nH]1	5	-0.4	1	-10	-9	0	1530	1	0.03	-2	-6
CCN(CC)S(=O)(=O)c1ccc(O)c(C(=O)OCC(=O)Nc2cc(C)c(C)cc2[N+](=O)[O-])c1	-17	-0.5	5	-8	9	3	1623	0.9	-0.45	7	6
COc1ccc(N2C(=O)/C(=C/c3ccc([N+](=O)[O-])cc3)C=C2c2ccccc2)cc1	·	1.6	11	0	5	-1	1553	0.9	·	4	3
Cn1c(COc2ccccc2)nnc1SCC(=O)Nc1ccc(N2CCOCC2)c(Cl)c1	-1	0.0	5	-11	-5	1	1726	1	·	6	9
CCCOC(=O)/C(=C\C=C\c1ccccc1)NC(=O)c1ccccc1	12	-0.7	13	12	4	5	1418	0.9	-0.99	2	3
CC1CCCCN1c1nc(-c2ccncc2)nc2ccccc12 (stereo not drawn)	2	2.3	-9	-2	81*	-4	1473	1.1	0.032	-5	-3
Cc1ccc(S(=O)(=O)N/N=C\c2ccc3c(c2)OCO3)cc1	·	0.5	4	-68	-5	5	1503	1	·	7	7
Cc1ccc(C)c(N2CCN(C(=O)CCCN3C(=S)NC(C)(C)CC3C)CC2)c1 (stereo not drawn)	7	-0.2	-3	-5	45	-2	1577	1	-1.2	2	-3
COc1cc2c(cc1OC)CN(Cc1cccs1)CC2	-3	-1.9	-3	1	22	-8	1448	1	·	-2	-3
O=C(NCc1cccnc1)C(=O)NCC1OCCN1S(=O)(=O)c1ccccc1 (stereo not drawn)	-13	0.9	20	11	-5	-2	1536	0.8	-0.33	-3	15
O=C(NCc1ccc2c(c1)OCO2)c1ccc(N2C(=O)C3CCCCC3C2=O)cc1 (stereo not drawn)	·	-0.1	38	0	-7	-1	1431	0.6	-0.0091	-5	3
O=C(NC(=S)NCCc1ccccn1)c1ccco1	-15	0.1	1	-5	-2	6	1449	1	-0.22	4	2
CC1(C)CC(NC(=O)CC2CCCCC2)CC(C)(C)N1	-14	2.1	-2	-2	2	5	1624	1	·	5	2
Cc1ccc(C)c(S(=O)(=O)N2CCN(C(=O)Cn3c(C(F)(F)F)nc4ccccc43)CC2)c1	·	1.0	8	2	5	-1	1518	0.9	·	-6	-6
Cc1cc(N2CCN(C)CC2)nc2ccc(NC(=O)c3ccc(Br)o3)cc12	·	-0.7	-9	-1	92*	10	1828	1.1	0.85	2	1
CCOCC(=O)Nc1c(C(=O)Nc2ccc(OC)cc2OC)oc2ccccc12	-3	3.5	4	-5	1	-3	1684	1	·	-10	6
CC(=O)N(c1ccccc1Cl)S(=O)(=O)c1ccc(Cl)cc1	-35	-0.3	-5	1	-2	1	1785	1.1	0.024	6	-9
Cc1ccc(NC(=O)c2oc3ccccc3c2NC(=O)C2CCCO2)cc1C (stereo not drawn)	15	-0.8	-8	-14	13	-2	1582	1.1	·	4	5
CCN(CC)S(=O)(=O)c1ccc(Cl)c(NC(=O)c2ccc(C#N)cc2)c1	-5	0.3	13	-7	43	-4	1580	0.9	0.58	-3	-1
NC(=O)Cc1nc(-c2ccccc2)cs1	8	-0.2	0	-2	11	3	1653	1	0.66	0	0
COc1ccc(C(=O)CSc2nnc(NC(=O)C3CC(=O)N(c4cccc(OC)c4)C3)s2)cc1 (stereo not drawn)	6	0.2	-8	16	57*	-2	1504	1.1	-0.16	1	-2
CC1CN(CCOc2ccccc2-c2ccccc2)CC(C)O1 (stereo not drawn)	10	-0.3	-13	3	7	6	1526	1.1	-0.29	0	2
COc1cc(OC)cc(-c2nnc(Nc3nc4c(F)cccc4s3)o2)c1	-5	2.5	6	-4	-7	4	1348	0.9	2	-9	-9
CCOC(=O)N1CCC(NC(=O)CCC(=O)N2CC(C)Oc3ccc(Cl)cc32)CC1 (stereo not drawn)	15	0.4	-4	-11	0	-4	1708	1	·	-5	7
O=C(CCC1CCCN(Cc2ccncc2)C1)NCc1ccc(F)c(F)c1 (stereo not drawn)	4	-0.1	-10	-6	92*	0	1610	1.1	1.2	1	-4
C=CCOc1ccc2cccc(/C=N/NC(=O)c3cc4cc([N+](=O)[O-])ccc4s3)c2c1	·	-5.3	6	11	13	0	1457	0.9	0.13	-11	-2
Cc1cccc(C2c3[nH]c4ccccc4c3CCN2C(=O)c2ocnc2C)n1 (stereo not drawn)	11	-0.7	-7	-5	11	14	1748	1.1	·	5	10
CCN(CC)CCN(C(=O)C1=COCCO1)c1nc2cc3c(cc2s1)OCO3	0	-0.1	3	6	13	-3	1455	1	-0.48	-5	-1
Cc1cccc(C)c1NC(=S)NN1CCN(C)CC1	·	-0.1	4	7	4	5	1597	1	1.1	-2	5
Cc1ccc(NC(=O)COc2ccccc2)c(NC(=O)c2ccccc2C)c1	·	-3.5	·	-2	0	11	1708	·	·	13	6
O=c1c2ccccc2cnn1Cc1n[nH]c(=S)n1-c1cc(Cl)cc(Cl)c1	-18	0.5	-43	7	-5	1	1581	1.4	·	-8	-8
Cc1ccc(N2CC(C(=O)N3CCc4ccccc4C3)CC2=O)cc1 (stereo not drawn)	-5	-0.7	5	2	-2	11	1545	1	·	4	6
CCOC(=O)c1c(-c2ccc(F)cc2)csc1/N=C/N(C)C	-6	-0.2	3	13	-7	7	1635	1	-0.11	-2	5
CCOC(=O)C1CCN(C(c2cccs2)c2sc3nc(C)nn3c2O)CC1 (stereo not drawn)	-7	-0.6	-5	1	-5	3	1608	1.1	·	3	5
COc1cc2c(cc1NC(=S)Nc1cccc3ccccc13)oc1ccccc12	·	-1.5	11	6	8	9	1895	0.9	1.4*	7	11
O=C(N/N=C(\c1ccccc1)c1ccccn1)c1cccc([N+](=O)[O-])c1	2	-1.0	2	19	100*	1	1758	1	·	-2	13
CCc1c(O)nc(SCC(=O)Nc2ccccc2)n(C(C)CC)c1=O (stereo not drawn)	·	0.0	5	-11	-2	11	1538	1	0.0013	6	17
O=C(/C=C/c1ccccc1)N1CCN(c2c(Cl)cccc2[N+](=O)[O-])CC1	3	-0.5	4	-13	35	3	1511	1	0.84	-1	5
O=C(CN1C(=O)C2C3C=CC(C3)C2C1=O)Nc1ccc(F)cc1 (stereo not drawn)	-7	-1.1	-26	-11	5	-4	1697	1.3	0.32	2	-5
CCN(CC)S(=O)(=O)c1ccc(N2CCOCC2)c(NC(=O)c2cnccn2)c1	0	-0.2	-83	-9	2	6	1646	1.8	-0.11	4	10

One compound at a time, from the list above. Screens in order: S1P3 antagonist | Redox H2O2 prof | bIAP inh | TLR4 MyD88 comp | Lmaj promast | PPARg SRC-1 ag | SRC2 TRFRET art | bIAP act | ROMK primary | PPARg SRC-3 ag | PPARg SRC2 recr
Cc1ccc(NC(=O)COc2ccccc2)c(NC(=O)c2ccccc2C)c1 is listed as · | -3.5 | · | -2 | 0 | 11 | 1708 | · | · | 13 | 6
CCc1c(O)nc(SCC(=O)Nc2ccccc2)n(C(C)CC)c1=O (stereo not drawn) is listed as · | 0.0 | 5 | -11 | -2 | 11 | 1538 | 1 | 0.0013 | 6 | 17

Screens (PubChem BioAssay)
